# Bioassay records (PubChem)
# Pin1 inh: qHTS Assay to Find Inhibitors of Pin1; Peptidyl-prolyl cis-trans isomerase NIMA-interacting 1 (Homo sapiens), Q13526; Pin1 FP peptide displacement, HiFluor488, 10 min; Potency, µM (top dose mostly 115 µM), for inactives: at the highest dose activity, negative = inhibition, actives largely listed as inhibitors; 0.009% of 390,000 active; AID 504891, 2011; active = well fitted inhibition curve with a large enough effect in the polarisation, with a control signal flat, not every such curve was filed as active; inconclusive = small, poorly fitted or top-dose-only effect, or effect the other way, or a change in a side signal; inactive = no such curve, though single readings can be large or run the other way; the % refers to the polarisation; note: % is set by controls: 0 for no effect and ±100 for the full control effect
# Target sequence (Q13526 whole entry, looked up): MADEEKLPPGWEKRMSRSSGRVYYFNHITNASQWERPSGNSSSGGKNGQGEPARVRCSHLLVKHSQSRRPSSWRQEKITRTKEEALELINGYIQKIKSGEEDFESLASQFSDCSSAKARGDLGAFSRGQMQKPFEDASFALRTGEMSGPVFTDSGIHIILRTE
# G9a inh: qHTS Assay for Inhibitors of Histone Lysine Methyltransferase G9a. 8.8% of 350,000 active. Histone-lysine N-methyltransferase EHMT2 (Homo sapiens), Q96KQ7. Potency, µM (doses to about 102 µM), for the others: at the highest dose activity, negative = inhibition, most hits filed as inhibitors. AID 504332, 2011. G9a H3K9 monomethylation, AlphaScreen, 2 h; note: % is set by controls: 0 for no effect and ±100 for the full control effect; nearly all actives have a fitted effect of over 75% in size
# Target sequence (Q96KQ7 913-1193 limits assumed): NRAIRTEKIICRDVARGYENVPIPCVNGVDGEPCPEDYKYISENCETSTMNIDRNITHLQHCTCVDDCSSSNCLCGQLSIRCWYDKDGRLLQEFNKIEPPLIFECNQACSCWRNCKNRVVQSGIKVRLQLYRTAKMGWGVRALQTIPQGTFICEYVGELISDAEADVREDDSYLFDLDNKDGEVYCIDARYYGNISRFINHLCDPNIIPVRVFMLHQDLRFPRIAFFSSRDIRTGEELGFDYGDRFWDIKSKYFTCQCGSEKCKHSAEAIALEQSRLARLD
#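 Enzyme 20 nM + cpd, 15 min RT; add b-H3K9 pep 500 nM / SAM 20 uM; 2 h RT; anti-H3K9me1 Ab 0.5 ug/mL + SA donor / anti-rabbit acceptor beads 20 ug/mL each, 10 min; AlphaScreen read.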
# JMJD2A Tudor inh: qHTS Assay for Inhibitors of JMJD2A-Tudor Domain; Lysine-specific demethylase 4A (Homo sapiens), O75164; AlphaScreen JMJD2A-Tudor / H3K4me3 peptide binding; Potency, µM (titrated, usually from 114 µM), for the others: top-dose activity change, negative = inhibition, actives largely listed as inhibitors; 4.4% of 390,000 active; note: % is set by controls: 0 for no effect and ±100 for the full control effect; nearly all actives have a fitted effect of over 50% in size
# GLS inhibitor: qHTS for Inhibitors of Glutaminase (GLS). GLS enzymatic activity, qHTS titration. Potency, µM (doses to about 45.5 µM), for the others: top-dose activity change, negative = inhibition, usual class: inhibitors. 0.21% of 410,000 active. AID 624170, 2012. Glutaminase kidney isoform, mitochondrial (Homo sapiens), O94925; note: % is set by controls: 0 for no effect and ±100 for the full control effect
#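 hKGA; 45 mM KH2PO4 pH 8.2 + 0.02% Tween-20; cpd via pin tool; 1 mM Gln soln; GluOx/HRP/Amplex Red; RT 30 min; fluor. t0 & final.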
# BAZ2B inh: qHTS Assay for Inhibitors of BAZ2B; Potency, µM (highest dose often 114 µM), for inactives: at the top dose activity change, negative = inhibition, usual class: inhibitors; AlphaScreen BAZ2B-H3K14Ac peptide displacement; 4.4% of 360,000 active; AID 504333, 2011; Bromodomain adjacent to zinc finger domain protein 2B (Homo sapiens), Q9UIF8; note: % is set by controls: 0 for no effect and ±100 for the full control effect; nearly all actives have a fitted effect of over 60% in size
#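 Compounds, titrated to a top concentration of 110 uM, were incubated 30 min at room temperature with preformed BAZ2B/acetyl-K14 H3 peptide complex (50 nM each). Proximity signal was measured by AlphaScreen after 20 min with beads.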
# BLM helicase inh: qHTS Assay for Inhibitors of Bloom's syndrome helicase (BLM); Potency, µM (titrated, usually from 56.1 µM), inactives show top-dose activity change, negative = inhibition, actives largely listed as inhibitors; recombinant BLM DNA unwinding, fluorescence dequenching; RecQ-like DNA helicase BLM (Homo sapiens), P54132; 0.2% of 350,000 active; AID 2528, 2010;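 note: plate controls were vehicle for no effect and no enzyme for full effect; nearly all actives have a fitted effect of over 35% in size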
# POLI inh: qHTS for Inhibitors of Polymerase Iota. DNA polymerase iota (Homo sapiens), Q9UNA4. Pol iota fluorescent replication assay, 10 min. Potency, µM (doses to about 115 µM), inactives show top-dose activity, negative = inhibition, usual class: inhibitors. 1% of 390,000 active. AID 588590, 2011
#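 Fluorescent replication assay read twice, at 0 min and 10 min after adding 50 nM (final) substrate. Enzyme (10 nM) and compounds were first incubated 15 min at room temperature; enzyme-free buffer wells were negative controls.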
# HP1b chromo inh: HTS for Inhibitors of HP1-beta Chromodomain Interactions with Methylated Histone Tails; AlphaScreen HP1-beta / biotin-H3K9me3 peptide binding; Potency, µM (highest dose often 114 µM), for inactives: at the highest dose activity change, negative = inhibition, actives largely listed as inhibitors; Chromobox protein homolog 1 (Homo sapiens), P83916; 0.56% of 390,000 active; AID 540317, 2011; note: nearly all actives have a fitted effect of over 70% in size; inactives centre near 23
# Target sequence (P83916 whole entry, looked up): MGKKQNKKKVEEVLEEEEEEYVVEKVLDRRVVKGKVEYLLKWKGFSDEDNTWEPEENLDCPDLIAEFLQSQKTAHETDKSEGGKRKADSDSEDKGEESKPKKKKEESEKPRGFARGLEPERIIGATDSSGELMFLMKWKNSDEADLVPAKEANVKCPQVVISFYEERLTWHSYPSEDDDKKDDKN
#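 AlphaScreen: HP1-beta (50 nM) preformed 30 min with biotin-H3(1-18)K9me3 peptide (50 nM) in PBS pH 7.4, 0.01% Tween-20. Compound added for 30 min at RT, then streptavidin donor/nickel chelate acceptor beads (10 ug/mL) for 30 min.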
# PGK inhibitor: qHTS Assay to Find Inhibitors of Phosphoglycerate Kinase. Phosphoglycerate kinase, glycosomal (Trypanosoma brucei brucei), P07378. PGK/GAPDH coupled, Kinase-Glo luminescence, 60 min. Potency, µM (highest dose often 57.5 µM), inactives show at the highest dose activity change, negative = inhibition, hits mostly inhibitors. 0.043% of 380,000 active. AID 602233, 2012; note: % is set by controls: 0 for no effect and ±100 for the full control effect; nearly all actives have a fitted effect of over 60% in size
# Target sequence (P07378 whole entry, looked up): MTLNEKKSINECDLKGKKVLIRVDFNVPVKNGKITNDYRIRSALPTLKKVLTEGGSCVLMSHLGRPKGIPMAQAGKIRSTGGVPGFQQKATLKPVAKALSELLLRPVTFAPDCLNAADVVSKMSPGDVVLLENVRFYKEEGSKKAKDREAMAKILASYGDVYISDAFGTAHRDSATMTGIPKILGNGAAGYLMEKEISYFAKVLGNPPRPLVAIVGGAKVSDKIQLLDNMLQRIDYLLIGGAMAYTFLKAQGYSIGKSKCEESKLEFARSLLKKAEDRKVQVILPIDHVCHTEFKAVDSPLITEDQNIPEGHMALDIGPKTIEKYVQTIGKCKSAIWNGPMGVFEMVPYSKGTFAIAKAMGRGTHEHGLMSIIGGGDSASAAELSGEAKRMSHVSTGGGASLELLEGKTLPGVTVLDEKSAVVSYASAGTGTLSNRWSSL
#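 Luminescent ATP detection (Kinase-Glo Plus) follows a 60-minute room-temperature incubation, with wells lacking PGK as controls. Buffer: 100 mM TEA (pH 7.6), 5 mM MgCl2, 0.01% Tween-20. Coupling enzyme GAPDH (100 nM final) supplies unstable 1,3-BPG in-well.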
# * = called active by the depositor; i = inactive; ? = inconclusive; . = no result given; [ ] = another dose, or the depositor's remark. Unless noted, calls come from the whole dose curve; as a rule, active = well fitted curve in the direction sought with a large enough effect; inconclusive = small, poorly fitted or top-dose-only effect, or another doubt; inactive = no such curve, though single readings can be large; an effect the other way counts as inactive or inconclusive. Potency is the fitted concentration of half-maximal effect.
SMILES,Pin1 inh,G9a inh,JMJD2A Tudor inh,GLS inhibitor,BAZ2B inh,BLM helicase inh,POLI inh,HP1b chromo inh,PGK inhibitor
COc1ccc(C(=O)N(Cc2ccccc2)c2cccc(C)c2)cc1S(=O)(=O)N1CCOCC1,4%,-42%,-24%,1%,-34%,.,-7%,17%,-3%
COc1ccc(-c2cc3ccc(OC(C)C(=O)O)cc3oc2=O)cc1 (stereo unspecified),0%,.,-12%,-1%,4%,1%,16%,39%[activator],-9%
COc1ccc(C/C(C)=N/NC(=O)c2ccncc2)cc1,4%,16%,10µM*,2%,-9%,-14%,-7%,5%,i
c1ccc2nc(NN=C3CCCCC3)ccc2c1,5%,.,-35%,7%,.,.,2%,-12%,-3%
Cc1cccc(NC(=O)c2cc(NC(=O)C3CCCCC3C(=O)O)ccc2Cl)n1 (stereo unspecified),-10%,1%[59 µM],2%,6%,11%,0%,19%,38%,-1%
O=C(O)CSCc1c(F)cccc1Cl,-10%,-3%[59 µM],-18%,3%,8%,5%,15%,11%,i
CN(C(=O)CSc1nnc(Cc2cccc3ccccc23)n1N)C1CCS(=O)(=O)C1 (stereo unspecified),-6%,?,?,-2%,1%,3%,-4%,39%,-6%
COc1ccc(NC(=O)c2ccc(N3C(=O)C4CC=C(C)CC4C3=O)cc2)c(OC)c1 (stereo unspecified),-2%,12%,-34%,-10%,-25%,-4%,-4%,27%,-1%
O=C(CCc1ccccc1)NNC(=O)Nc1ccc(F)c(Cl)c1,-6%,20%,-9%,7%,-9%,-10%,12%,56%[activator],i
CCc1cc(C(=O)N2CCN(S(=O)(=O)c3ccccc3F)CC2)sc1C,?,-5%[2.33 µM],-8%,1%,6%,.,?,41%[activator],1%
CCOC(=O)C1=C(C)NC(=S)NC1C (stereo unspecified),1%,0%,-6%,0%,-3%,-6%,15%,37%,8%
CCc1c(C)nc(SCC(=O)N2C(C)CCCC2C)[nH]c1=O (stereo unspecified),-12%,1%,5%,-3%,-11%,-1%,7%,27%,0%
COc1ccc(O)c(-c2nc(N)nc(N)n2)c1,-1%,-3%[0.501 µM],-13%,19%,0%,.,7%,23%,-6%
Cc1cccc2nc(=S)n(C(=O)c3ccco3)n12,-3%,7%[2.33 µM],-13%,-3%,-30%,0%,-16%[58.9 µM],0%,3%
Cc1sc(NC(=O)c2oc3ccccc3c2C)c(C#N)c1C,0%,?,-1%,-9%,5%,-4%,-3%,14%,i
Cc1ccc(-n2c(=O)c3ccc(C(=O)NCc4ccccc4Cl)cc3n(CC(=O)Nc3ccc(C)cc3C)c2=O)cc1,-4%,2%[59 µM],-9%,6%,.,-2%,16%,15%,3%
CCOC(=O)C1C(c2cccs2)NC(=O)N(C)C1(O)C(F)(F)F (stereo unspecified),1%,2%[59 µM],-4%,13%,2%,2%,11%,29%,-7%
CC(C)CN1C(=O)N(c2ccc(Cl)cc2)C(C)(O)CC1(C)C (stereo unspecified),-1%,-1%,9%,6%,0%,-3%,18%,20%,-2%
CCc1c(C)c2c(C)nn(-c3ccccc3)c2[nH]c1=O,1%,?,-8%,9%,9%,-1%,2%,27%,2%
CCOC(=O)CN1CC23C=CC(O2)C(C(=O)NCc2cccs2)C3C1=O (stereo unspecified),2%,10%,6%,6%,-1%,-1%,5%,40%[activator],6%
CCN(CC)CCN(CC)Cc1ccccc1Br,2%,50µM*,-2%,-7%,-12%,2%,-6%,35%[activator],i
COc1ccc([N+](=O)[O-])cc1NC(=O)N(C)Cc1ccco1,-5%,-8%,-9%,-2%,-4%,-4%,?,39%[activator],-10%
Cc1cccn2c(=O)c(/C=N/O)c(N3CCOCC3)nc12,5%,-25%,?,-2%,-20%,-8%,97%[activator],-6%,i
CSc1ccccc1NC(=O)CSc1nnc(CNC(=O)c2ccccc2F)n1C,1%,-10%,-8%,-7%,-2%,-6%,-3%,-11%,-2%
O=C(CN1C(=O)COc2ccccc21)NCCCN1CCOCC1,-1%,7%[59 µM],-5%,2%,4%,0%,-5%,-5%,2%
Cc1ccc(NC(=O)CC2SC(=NCC3CCCO3)NC2=O)cc1Cl (stereo unspecified),-1%,-10%[59 µM],-13%,22%,11%,2%,2%,9%,0%
COc1cc(-c2nnc3n2N=C(c2ccccc2)CS3)cc(OC)c1OC,11%,12%[59 µM],-16%,1%,.,2%,-6%,32%[activator],i
CC(C)N(CCCNC(=O)C1CCC(CNS(=O)(=O)c2ccccc2)CC1)Cc1ccccc1 (stereo unspecified),-8%,0%,-21%,3%,-2%,1%,31%[activator],18%,i
CCCCc1ccc(NC(=O)C(C)CC)cc1 (stereo unspecified),-1%,.,14%,?,-3%,-5%,13%,52%[activator],8%
CC(C)COc1ccc(C(=O)OC2CC(C)(C)OCC2CN(C)C)cc1 (stereo unspecified),-4%,7%,?,6%,5%,2%,-8%,0%,-7%

# Fetched one by one from the list above:
SMILES,Pin1 inh,G9a inh,JMJD2A Tudor inh,GLS inhibitor,BAZ2B inh,BLM helicase inh,POLI inh,HP1b chromo inh,PGK inhibitor
O=C(O)CSCc1c(F)cccc1Cl,-10%,-3%[59 µM],-18%,3%,8%,5%,15%,11%,i
CCc1c(C)c2c(C)nn(-c3ccccc3)c2[nH]c1=O,1%,?,-8%,9%,9%,-1%,2%,27%,2%
CC(C)COc1ccc(C(=O)OC2CC(C)(C)OCC2CN(C)C)cc1 (stereo unspecified),-4%,7%,?,6%,5%,2%,-8%,0%,-7%
CC(C)CN1C(=O)N(c2ccc(Cl)cc2)C(C)(O)CC1(C)C (stereo unspecified),-1%,-1%,9%,6%,0%,-3%,18%,20%,-2%
COc1ccc(C(=O)N(Cc2ccccc2)c2cccc(C)c2)cc1S(=O)(=O)N1CCOCC1,4%,-42%,-24%,1%,-34%,.,-7%,17%,-3%

# Next structures:
SMILES,Pin1 inh,G9a inh,JMJD2A Tudor inh,GLS inhibitor,BAZ2B inh,BLM helicase inh,POLI inh,HP1b chromo inh,PGK inhibitor
Cc1ccccc1CNC(=O)C(=O)NCC1CCCN1S(=O)(=O)c1ccccc1 (stereo unspecified),8%,-35%,-19%,1%,0%,.,16%,36%,2%
C=CCn1c(COc2ccc(OC)cc2)nnc1SCn1nnc2ccccc2c1=O,-4%,-8%[59 µM],-12%,6%,-21%,-3%,-1%,38%,-4%
O=C(CN1C(=O)C2CCCCN2c2ccc(C(=O)N3CCCC3)cc21)NCc1ccccc1 (stereo unspecified),-13%,2%[59 µM],-19%,6%,-9%,1%,15%,17%[57 µM],6%
CC(C)OC(=O)/C(=C\C=C\c1ccccc1)NC(=O)c1ccccc1,3%,26%[0.501 µM],-10%,-15%,-29%[57.1 µM],-1%,0%,27%,-1%
O=C(O)c1ccc(Oc2nc3ccccc3s2)cc1,3%,.,-15%,4%,.,.,21%,21%,-15%
CC1(C)OC(c2ccccc2)=C/C(=C\C=N\NC(=O)c2ccncc2)O1,2%,43%[12.7 µM],-29%,-12%,71µM*,-7%,12%,7%,-9%
O=C1/C(=C/c2cccnc2)SC(=S)N1CCc1ccccc1,-1%,.,-28%,1%,10µM*,-14%,30%,12%,5%
NS(=O)(=O)OCC(Cc1ccccc1)N1C(=O)c2ccccc2C1=O (stereo unspecified),-3%,4%,-30%,0%,-1%,4%,35%[activator],26%,-3%
COc1ccc(N2CCN(C(=O)C3CCCN(S(=O)(=O)c4ccc(C)cc4)C3)CC2)cc1 (stereo unspecified),1%,?,-30%,-12%,40µM*,-3%,111%[activator],?,i
O=C(CSc1nc2nccnc2c(=O)n1Cc1cccs1)Nc1ccccc1F,0%,2%,-9%,5%,-34%,-2%,17%,28%,-3%
Cc1cc(C)cc(NC(=S)NC(=O)Cc2ccccc2)c1,?,.,-3%,14%,.,.,-24%,20%,-2%
Cc1ccc(C)c(S(=O)(=O)NCC(=O)NCc2ccco2)c1,-5%,23%[59 µM],-15%,-12%,-2%,-3%,3%,23%,i
O=[N+]([O-])c1ccccc1/C=N/NC1=NS(=O)(=O)c2ccccc21,-6%,?,-8%,6%,-13%,1%,-18%,25%,i
Cc1ccc(N(C)S(=O)(=O)c2cccc(C(=O)Nc3nnc(C4CC4)s3)c2)cc1,25%,5%,-3%,-10%,-7%,-3%,0%,44%[activator],0%
COc1ccc(NC(=O)c2cc(C)nc3ccccc23)c(OC)c1,1%,-4%,-26%,1%,-22%,-5%,209%[activator],2%,-9%
CCOc1ccc(-n2nc(CO)c(C(=O)NCc3cccc(OC)c3)n2)cc1,3%,13%[59 µM],-14%,0%,10%,-4%,-4%,5%,0%
COc1ccc(Cl)cc1NC(=O)[C@H]1O[C@@H]2OC(C)(C)O[C@@H]2[C@H]2OC(C)(C)O[C@H]21,-3%,4%[59 µM],-13%,-4%,-15%,-2%,2%,62%[activator],-2%
COc1ccc(C2C(=O)c3ccccc3C2=O)c(OC)c1,0%,-30%[59 µM],-24%,14%,-35%,-2%,15%,21%,-5%
CCn1c(SCC(=O)NCCc2ccccc2)nc2c([nH]c3ccccc32)c1=O,8%,-10%[12.7 µM],-2%,-4%,2%,-2%,-3%,38%[activator],-8%
CCOC(=O)C1=C(N)Oc2c(oc(CO)cc2=O)C1c1ccc(Cl)cc1 (stereo unspecified),-11%,-4%,-12%,2%,-20%,-1%,?,28%,0%

# Not all compounds are listed; the hit share may differ from the screen's.
